From PubChem BioAssay
IEC-6 cytotox = counter-screen for KLF5 inhibitors: cytotoxicity in IEC-6 cells; IEC-6 cytotoxicity, luminescence viability; 290,000 tested, 0.78% active; inhibition, % at 5 µM; in the data active = inhibition above about 22%;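 also: 0% = plate median of test compound wells and 100% = cytotoxic reference compound wells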
aSyn UTR inh = 5' untranslated region of α-synuclein, MLPCN primary screen. alpha-synuclein 5'UTR reporter, inhibitor activity. inhibition, % (tested at 7.5 µM). 300,000 tested, 0.82% active; in the data active = inhibition above about 60%;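 also: H4 neuroglioblastoma cells stably carrying SNCA 5'UTR luciferase fusion; 0% = DMSO wells and 100% = positive control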
SKKanGAS inh = blocks kanamycin growth of S. pyogenes SKKanGAS strain. inhibition, % at 7.5 µM. 300,000 tested, 1.3% active. BacTiter-Glo, 6 h;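 active = mean replicate score, as percent of positive control median, at least 50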;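 also: strain carries kanamycin resistance gene driven by streptokinase promoter and grows in 40 µg/ml kanamycin; loss of luminescence reflects streptokinase promoter inhibition or plain growth inhibition; 0% = median of DMSO wells and 100% = positive control at its reference dose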
TRPC4 inh = inhibitors of mouse TRPC4 channel. 300,000 tested, 0.39% active. AID 2247. Q9QUQ5. B-score at 10 µM. HEK293 TRPC4beta/mu-opioid, DAMGO-evoked Fluo4 calcium flux; stronger effect = lower value;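 active = B-score over 3 SD under the library average, no early fluorescence shift, positive overall ratio signal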
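Assay system – HEK293 line stably carrying TRPC4beta and mu-opioid receptor · Doses – single dose · Detection – Fluo4 calcium-dye fluorescence, kinetic read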
TRPC6 inh = blocks the mouse TRPC6 cation channel | Q61143 | HEK293-TRPC6, membrane potential dye, ACh-evoked depolarization; stronger effect = lower value | B-score at 10 µM | 310,000 tested, 1.1% active | AID 2553;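 active = B-score under library mean minus 3 SD, initial fluorescence not abnormally high, positive integrated signal ratio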;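 also: B-score derived from integrated fluorescence ratio over the kinetic read; more negative B-score means stronger inhibition of depolarization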
HIF activator = HIF pathway transcriptional activation | activation, % at 7.5 µM (by protocol) | 300,000 tested, 0.32% active | U2OS HRE-luciferase reporter, luminescence; normalized: DMSO 0%, desferrioxamine 100%;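 active = mean activation of at least 10% of the iron chelator positive control signal, with at least half of replicates also reaching 10%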
TRPC4 potent = allosteric potentiators of mouse TRPC4 channel; HEK293 TRPC4beta/mu-opioid, DAMGO EC20, Fluo-4 Ca2+ flux; stronger effect = higher value; B-score at 10 µM; 310,000 tested, 0.42% active; AID 2227;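 active = B-score of calcium response area above 5 SD of library B-scores, with initial fluorescence ratio within 5 SD of library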;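 also: B-score of integrated fluorescence ratio over time as area under calcium response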
TRPC4 act = TRPC4 (mouse) channel activation; Q9QUQ5; HEK293 TRPC4beta/mu-opioid, Fluo4 calcium fluorescence; stronger effect = higher value; B-score at 10 µM; 310,000 tested, 0.49% active;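 active = B-score above 5 SD of library B-scores, and initial fluorescence ratio not above library mean plus 5 SD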;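 also: positive B-score marks a calcium rise read as TRPC4 activation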
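Incubation: 45 min room-temperature Fluo4 loading, 110 s read / System: HEK293 cells stably co-expressing mouse TRPC4beta and mu-opioid receptor / Signal: Fluo4 fluorescence, kinetic / Control set: buffer (low) and maximal DAMGO (high) / Measure: integrated baseline-normalised fluorescence ratio, converted to per-well B score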
MrgX1 antag = antagonists of human MrgX1 receptor. Q96LB2. MRGX1-HEK293 calcium flux, Fluo-4, BAM8-22 antagonism; stronger effect = lower value. B-score at 10 µM. 310,000 tested, 1.3% active;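 active = calcium-response B-score plate-corrected more than 3 library SD below zero, starting fluorescence within 5 deviations, no agonist response on first addition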;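 also: peak minus trough fluorescence over baseline after final BAM8-22 challenge near maximal dose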
Target sequence (Q96LB2 whole entry, looked up): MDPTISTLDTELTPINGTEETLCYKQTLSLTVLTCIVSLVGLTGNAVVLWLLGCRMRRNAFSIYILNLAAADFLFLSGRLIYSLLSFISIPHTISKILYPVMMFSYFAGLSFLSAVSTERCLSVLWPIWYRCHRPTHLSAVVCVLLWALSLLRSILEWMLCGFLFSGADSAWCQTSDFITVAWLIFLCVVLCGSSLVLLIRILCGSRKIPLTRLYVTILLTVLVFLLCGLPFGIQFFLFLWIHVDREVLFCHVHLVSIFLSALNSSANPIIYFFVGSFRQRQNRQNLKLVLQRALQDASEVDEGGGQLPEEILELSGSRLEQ
TRPC6 activator = activates the mouse TRPC6 cation channel | AID 2550 | 310,000 tested, 0.13% active | HEK293-TRPC6 membrane potential dye fluorescence; stronger effect = higher value | Q61143 | B-score at 10 µM;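 active = B-score of the integrated fluorescence ratio above library mean plus 3 SD, and starting fluorescence ratio within library mean plus 5 SD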;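 also: higher score means more depolarization so channel activation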
KLF5 inhibitor = suppresses KLF5 promoter-driven expression; inhibition, % at 5 µM; DLD-1 KLF5 promoter-luciferase reporter, luminescence; 290,000 tested, 0.23% active;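 active = inhibition above a per-plate limit of that plate's mean compound inhibition plus 3 SD, cut at about 60% in these data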;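 also: 0% = DMSO wells and 100% = LY294002 at 200 µM; higher means less KLF5 promoter-driven luciferase light; inactives centre near -14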
Numbers without * were called inactive; i = inactive; nt = not tested or not shown. No enrichment for hits. About 5.8% of those tested had a hit in this group.

SMILES | IEC-6 cytotox | aSyn UTR inh | SKKanGAS inh | TRPC4 inh | TRPC6 inh | HIF activator | TRPC4 potent | TRPC4 act | MrgX1 antag | TRPC6 activator | KLF5 inhibitor
COc1ccccc1NC(=O)CSc1ccc2nnc(-c3cccnc3)n2n1 | -5 | -23 | -2 | i | i | -0.3 | i | i | i | i | -37
COc1ccc(-c2nnc(SCc3cccnc3)o2)cc1 | 2 | -128 | -1 | i | i | 1.2 | i | i | i | i | -103
CC(=O)c1ccc(NC(=O)C(C)N(C)CC(=O)Nc2ccc(Cl)cc2)cc1 (stereo not drawn) | -3 | -18 | -1 | i | i | -0.3 | i | i | i | i | -26
NNC(=O)COc1ccccc1F | -8 | -7 | -1 | i | i | 0.3 | i | i | i | i | 6
Cc1ccc(CN2CC(C(=O)Nc3cccc(C)n3)CC2=O)cc1 (stereo not drawn) | nt | 3 | -2 | i | i | -0.2 | i | i | i | i | nt
COc1ccc(C(=O)CNC2=NCCC2)cc1 | 3 | 14 | 1 | i | i | -0.9 | i | i | i | i | -11
COc1ccc(C(C)=O)c(Oc2nc(CN3CCOCC3)nc3scc(-c4cccs4)c23)c1 | -4 | 3 | 9 | i | i | -0.3 | i | i | i | i | -15
CCCCCCCOc1ccc(C2CC(=O)N(C)C2=O)cc1 (stereo not drawn) | 0 | -2 | -7 | i | i | -1.4 | i | i | i | i | -17
CCOC(=O)C1=CN(c2cccc(F)c2)C=C(C(=O)OCC)C1c1cc(OC)c(O)c([N+](=O)[O-])c1 | -4 | 39 | 27 | i | i | -0.5 | i | i | i | i | -21
Cc1ccc(S(=O)(=O)NCC(=O)OCC(=O)c2ccc(Cl)s2)cc1 | -1 | 3 | 6 | i | i | 0.2 | i | i | i | i | -36

Quoted at random: three records from the list
SMILES | IEC-6 cytotox | aSyn UTR inh | SKKanGAS inh | TRPC4 inh | TRPC6 inh | HIF activator | TRPC4 potent | TRPC4 act | MrgX1 antag | TRPC6 activator | KLF5 inhibitor
Cc1ccc(S(=O)(=O)NCC(=O)OCC(=O)c2ccc(Cl)s2)cc1 | -1 | 3 | 6 | i | i | 0.2 | i | i | i | i | -36
CCOC(=O)C1=CN(c2cccc(F)c2)C=C(C(=O)OCC)C1c1cc(OC)c(O)c([N+](=O)[O-])c1 | -4 | 39 | 27 | i | i | -0.5 | i | i | i | i | -21
COc1ccccc1NC(=O)CSc1ccc2nnc(-c3cccnc3)n2n1 | -5 | -23 | -2 | i | i | -0.3 | i | i | i | i | -37

Next entries follow.
SMILES | IEC-6 cytotox | aSyn UTR inh | SKKanGAS inh | TRPC4 inh | TRPC6 inh | HIF activator | TRPC4 potent | TRPC4 act | MrgX1 antag | TRPC6 activator | KLF5 inhibitor
CCc1ccc(NC(=O)CSc2nc(=O)n3cc(C)ccc3n2)cc1 | nt | -1 | -2 | i | i | 0.1 | i | i | i | i | nt
CN(C)CCN1C(=O)C(=O)/C(=C(/O)c2ccc(F)cc2)C1c1ccccc1F (stereo not drawn) | 9 | 4 | -1 | i | i | -0.1 | i | i | i | i | 22
COCCNC(=O)C1CCCN(S(=O)(=O)c2c(C)noc2/C=C/c2cccs2)C1 (stereo not drawn) | 0 | -8 | -3 | i | i | -0.1 | i | i | i | i | -37
O=C1OC(c2ccc(F)cc2)=N/C1=C\c1ccc(Br)o1 | -5 | -11 | 0 | i | i | 0.0 | i | i | i | i | -15
CCCCn1c(CCC(=O)O)nc2c1c(=O)[nH]c(=O)n2CCC | -3 | -6 | -1 | i | i | 0.7 | i | i | i | i | -15
CCCC(=O)Nc1nc2ccc(NC(=O)c3ccc(Br)o3)cc2s1 | 5 | 11 | 5 | i | i | 0.6 | i | i | i | i | -10
CC(=O)c1c(C)[nH]c(-c2ccccc2)nc1=S | 1 | 43 | 3 | i | i | 0.2 | i | i | i | i | 3
O=C(NCc1ccccc1Cl)C1CCN(c2ncnc3c2nc2n3CCCCC2)CC1 | 3 | 14 | 2 | i | i | -0.2 | i | i | i | i | 1
CC(C)(C)c1cc(NC(=O)COC(=O)c2ccc3c(=O)n4c(nc3c2)CCC4)n(-c2ccccc2)n1 | 7 | -6 | 7 | i | i | -2.9 | i | i | i | i | -11
O=C1/C(=C\c2ccccc2Cl)SC(=S)N1CCC(=O)N1CCCc2ccccc21 | -4 | -7 | -4 | i | i | -0.4 | i | i | i | i | -6
FC(F)(F)c1cc(-c2ccccc2)nc(NC2CCCC2)n1 | 1 | 10 | 45 | i | i | 0.7 | i | i | i | i | -29
CSc1ncccc1C(=O)OCC(=O)NC(C)C | -6 | 5 | -6 | i | i | -0.2 | i | i | i | i | -11
Cc1cc(C(=O)Nc2cccc(S(=O)(=O)N3CCCCC3)c2)c2ccccc2n1 | 4 | 7 | 0 | i | i | -0.8 | i | i | i | i | -14
COc1cccc(C(=O)NCCNC(=O)c2ccco2)c1 | 3 | 11 | -2 | i | i | -0.1 | i | i | i | i | -18
CCOc1ccc(S(=O)(=O)NC(C)C(=O)NCc2cccnc2)cc1 (stereo not drawn) | 1 | 1 | 0 | i | i | 0.5 | i | i | i | i | -5
COc1cccc(C(=O)OCn2nnc3ccccc3c2=O)c1OC | nt | 10 | -12 | i | i | 0.0 | i | i | i | i | nt
COc1cc(/C=C/c2noc(-c3ccccc3O)n2)cc(OC)c1OC | -5 | -146 | 0 | i | i | 1.4 | i | i | i | i | -11
CCC1CCCCN1S(=O)(=O)c1ccccc1 (stereo not drawn) | -3 | 15 | 17 | i | i | -43 | i | i | i | i | -61
OCCNCc1c(OCc2ccc(Cl)cc2)ccc2ccccc12 | 5 | 24 | -8 | i | i | 2.0 | i | i | i | i | 3
Cc1cc(C)cc(NC(=O)c2cccc3c2C(=O)N(C2CCCCC2)C3)c1 | 1 | 16 | 16 | i | i | 0.3 | i | i | i | i | -33
CN(C(=O)c1ccc(F)cc1)c1ccccc1C(=O)NCc1ccccc1 | 5 | -2 | 2 | i | i | 0.2 | i | i | i | i | -9
COc1cc(OC)cc(C(=O)Nc2ccccc2NC(C)=O)c1 | 0 | 4 | 0 | i | i | -0.3 | i | i | i | i | 0
O=[n+]1c2c(n([O-])c3cc(Br)ccc31)CCC2 | -12 | 10 | 7 | i | i | -0.1 | i | i | i | i | -4
COc1ccccc1NC(=O)CSc1nncn1-c1cccnc1 | 3 | 4 | 13 | i | i | -0.2 | i | i | i | i | -45
COC(=O)c1cccc(NC(=O)c2nn(C)c(=O)c3ccccc23)c1 | 3 | -7 | -2 | i | i | 0.0 | i | i | i | i | -16
CCOc1ccccc1CNC(=O)CCNC(=O)Cn1ccc2ccccc2c1=O | -4 | 4 | -2 | i | i | -0.4 | i | i | i | i | -25
C/C=C(/C)C(=O)Nc1cccc(C2=NOC3(C2)C[C@H](C(N)=O)N(C(=O)COc2ccc(Cl)cc2)C3)c1 (stereo partly drawn) | nt | 46 | 7 | i | i | -0.1 | i | i | i | i | nt
Cc1ccc(-c2nnn(CC(=O)N(Cc3ccco3)C(C(=O)NC3CCCC3)c3cccs3)n2)o1 (stereo not drawn) | -2 | -3 | 4 | i | i | 0.2 | i | i | i | i | -7
CC1CCCC(NC(=O)CSc2nnc(N)s2)C1C (stereo not drawn) | 6 | 14 | -3 | i | i | -0.1 | i | i | i | i | -46
CCCCN(C(=O)CSc1nn(-c2ccc(F)cc2)c(=S)s1)c1c(N)n(CCCC)c(=O)[nH]c1=O | nt | 0 | 8 | i | i | -0.8 | i | i | i | i | nt
Cc1cnc([N+](=O)[O-])n1CCOC(=O)NC(=O)c1ccc(C(F)(F)F)cc1 | 1 | -1 | -1 | i | i | 0.3 | i | i | i | i | -4
Cc1cccc(/C=N/NC(=O)NC2CCCCC2)c1 | 2 | -55 | -6 | i | i | 0.4 | i | i | i | i | -23
COc1ccccc1CNC(=O)COC(=O)Cc1c(F)cccc1Cl | 5 | 16 | -3 | i | i | -0.8 | i | i | i | i | -2
COc1ccc(C2SCCN2C(=S)Nc2cccc(C(F)(F)F)c2)cc1 (stereo not drawn) | -1 | -16 | 3 | i | i | 0.1 | i | i | -5.3* | i | 5
CCn1nc(CCC(=O)O)c2ccccc2c1=O | 1 | 0 | 1 | i | i | -1.4 | i | i | i | i | -4
CCC1Oc2ccccc2N(CC(=O)NCCCN2CCCCC2CC)C1=O (stereo not drawn) | 2 | -5 | -2 | i | i | nt | i | i | i | i | -14
O=C(COC(=O)c1ccc(OC(F)F)cc1)NCCNC(=O)COC(=O)c1ccc(OC(F)F)cc1 | -1 | 6 | -3 | i | i | -0.9 | i | i | i | i | -15
CCCCc1cc(=O)oc2cc(OCC(=O)NCCN3CCOCC3)c(Cl)cc12 | 7 | 4 | -9 | i | i | -0.8 | i | i | i | i | -17
O=[N+]([O-])c1ccccc1/C=C\C=N\N1CCN(c2ccccc2)CC1 | -2 | 3 | -6 | i | i | 1.9 | i | i | i | i | -3
Cc1cc(C=NCCO)c(C)n1-c1cc(Cl)ccc1Cl | 0 | 25 | -2 | i | i | -0.4 | i | i | i | i | -8
CCOc1ccccc1N1CC(C(=O)NNC(=O)c2ccc(F)cc2)CC1=O (stereo not drawn) | nt | -8 | 12 | i | i | -40 | i | i | i | i | nt
N#CC1CN(C(c2ccccc2)c2ccccc2)C1 | 5 | -8 | -6 | i | i | 0.0 | i | i | i | i | 25
COc1ccccc1N1C(=O)c2ccc(C(=O)Nc3ccc(F)cc3)cc2C1=O | 1 | 0 | 2 | i | i | -0.4 | i | i | i | i | -8
O=C(OCCCN=C1NS(=O)(=O)c2ccccc21)c1ccccc1F | -4 | 21 | -3 | i | i | -0.8 | i | i | i | i | 0
CCCOc1ccc2oc(=O)c3c(c2c1)CCCN3C(=O)CN1CCc2ccccc2C1 | -1 | nt | nt | i | i | nt | i | i | i | i | -24
CCOC(=O)Cc1csc(NC(=O)c2cccc(N3C(=O)CCC3=O)c2)n1 | -2 | -2 | -15 | i | i | -0.3 | i | i | i | i | -15
CC(=O)Nc1ccc(N(CC(O)Cn2c3ccccc3c3ccccc32)S(=O)(=O)c2ccc(C)cc2)cc1 (stereo not drawn) | 2 | 16 | 39 | i | i | -0.3 | i | i | i | i | -32
COC(=O)C(Sc1nc(C)cc(C)c1C#N)c1ccccc1 (stereo not drawn) | -3 | 5 | 7 | i | i | 0.5 | i | i | i | i | -10
O=C(NC1CC1)c1c(O)c2ccccc2[nH]c1=O | 8 | -68 | -2 | i | i | -7.7 | i | i | i | i | -57
O=C1CN(C(=O)COC(=O)CCCOc2ccccc2)c2ccccc2N1 | 6 | -8 | -10 | i | i | -0.3 | i | i | i | i | 16
N#C/C(=N\Nc1ccccc1)C(=N)N1CCCCCC1 | 2 | -171 | 15 | i | i | 3.6 | i | i | i | i | -192
